HCMV antiviral = qHTS Assay for inhibitors of the human cytomegalovirus (HCMV). HFF cells, HCMV-luciferase reporter, 72 h; hits give low values. activity change, negative = inhibition, % at 57.5 µM. 4.5% of 410,000 active. AID 1259415, 2018; in the data active = activity change below about -60%; inconclusive = no clear call, values can overlap the other calls; inactive = above about -39%
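Cell-based, HFFs, 1000 cells/well, 16 h 37C; cpds in DMSO + HCMV-luc, MOI 1 PFU/cell; 72 h 37C; OneGlo luminescence after 5 min RT; norm. to buffer vs Salinomycin 10uM.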
AMA1-RON2 inh = qHTS for Inhibitors of AMA1-RON; Towards Development of Antimalarial Drug Lead: Primary Screen | AlphaScreen AMA1-biotinylated RON2 peptide binding | Potency, µM (doses to about 58.2 µM), for the others: at the highest dose activity change, negative = inhibition, most hits filed as inhibitors | 0.2% of 360,000 active;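 also: potency is read from the fitted curve at half-maximal effect; 0% = vehicle wells and -100% = peptide control; nearly all actives have a fitted effect of over 45% in size; some results filed as inactive show a strong effect at the top dose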
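AMA1 (3D7) with his tag at 25 nM final met compounds first, then biotinylated RON2 peptide at 25 nM; detection used donor plus acceptor beads, 10 µg/mL apiece, read by AlphaScreen after 30 min at room temperature.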
LmPK inh = qHTS Assay for Inhibitors of Leishmania Mexicana Pyruvate Kinase (LmPK); 0.37% of 290,000 active; AID 1721, 2009; Q27686; purified LmPK, Kinase-Glo ATP luminescence, 1 h; Potency, µM (titrated, usually from 57.5 µM), without a hit: at the highest dose activity change, negative = inhibition, most hits filed as inhibitors; also: potency is read from the fitted curve at half-maximal effect
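Screened at intermediate enzyme activity to detect both inhibitors and activators: LmPK at 0.1 nM, with a 0.5 nM enzyme column as activation reference. PEP 0.5 mM, ADP 0.1 mM; ATP detected by luminescence after 1 h.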
AmpC no deterg = qHTS Inhibitors of AmpC Beta-Lactamase (assay without detergent); P00811; AmpC nitrocefin hydrolysis, absorbance 480 nm, 0.0001% Triton; Potency, µM (top dose mostly 57.1 µM), without a hit: at the highest dose activity change, negative = inhibition, actives largely listed as inhibitors; 0.52% of 330,000 active;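 also: potency is read from the fitted curve at half-maximal effect; plate controls were no compound for no effect and no enzyme for full effect; nearly all actives have a fitted effect of over 20% in size; some results filed as inactive show a strong effect at the top dose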
Target sequence (P00811 whole entry, looked up): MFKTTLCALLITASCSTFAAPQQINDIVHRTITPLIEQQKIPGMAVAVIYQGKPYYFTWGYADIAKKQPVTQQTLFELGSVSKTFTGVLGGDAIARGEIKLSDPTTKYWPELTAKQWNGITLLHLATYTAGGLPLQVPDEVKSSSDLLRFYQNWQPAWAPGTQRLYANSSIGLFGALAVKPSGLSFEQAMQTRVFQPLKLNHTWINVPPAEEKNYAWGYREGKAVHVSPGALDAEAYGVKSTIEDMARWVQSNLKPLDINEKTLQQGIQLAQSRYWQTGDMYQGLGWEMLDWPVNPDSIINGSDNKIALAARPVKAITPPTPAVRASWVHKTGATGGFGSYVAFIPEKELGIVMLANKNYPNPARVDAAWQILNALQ
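20 mM phosphate pH 7.0 + 0.01% (detergent screen) or 0.0001% Triton X-100; 5.3 nM AmpC reagent; cpd preinc 15 min RT; nitrocefin (800 uM stock) to start; A480 q20 s × 4 min; Activity was normalised to no-enzyme and no-compound control wells.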
Sm TGR inh = qHTS Assay for the Inhibitors of Schistosoma Mansoni Peroxiredoxins; Schistosoma mansoni thioredoxin glutathione reductase (TGR), Q962Y6; purified TGR, DTNB reduction, TNB absorbance 405 nm; Potency, µM (titrated, usually from 114 µM), without a hit: top-dose activity change, negative = inhibition, actives largely listed as inhibitors; 3% of 360,000 active; AID 485364, 2010; also: potency is read from the fitted curve at half-maximal effect; nearly all actives have a fitted effect of over 60% in size
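First, TGR (20 nM dispensed) and NADPH were mixed with compound. Second, a 15 min room-temperature incubation followed. Third, further NADPH and then DTNB were added to start the reaction. Finally, TNB absorbance was monitored kinetically.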
AmpC inh detg = qHTS Inhibitors of AmpC Beta-Lactamase (assay with detergent); P00811; AmpC hydrolysis of nitrocefin, absorbance 480 nm, 0.01% Triton; Potency, µM (top dose mostly 114 µM), without a hit: at the highest dose activity change, negative = inhibition, actives largely listed as inhibitors; 0.041% of 370,000 active;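 also: potency is read from the fitted curve at half-maximal effect; 0% = no-compound wells and -100% = no-enzyme wells; nearly all actives have a fitted effect of over 25% in size; some results filed as inactive show a strong effect at the top dose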
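20 mM phosphate pH 7.0 + 0.01% (detergent screen) or 0.0001% Triton X-100; 5.3 nM AmpC reagent; cpd preinc 15 min RT; nitrocefin (800 uM stock) to start; A480 q20 s × 4 min; Activity was normalised to no-enzyme and no-compound control wells.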
Tb PYK inh = qHTS of Trypanosoma Brucei Inhibitors | pyruvate kinase (Trypanosoma brucei), Q57TT1 | Potency, µM (highest dose often 76.8 µM), inactives show top-dose activity, negative = inhibition, hits mostly inhibitors | TbPYK enzyme, Kinase-Glo Plus ATP luminescence, 45 min | 0.12% of 410,000 active; also: potency is read from the fitted curve at half-maximal effect; nearly all actives have a fitted effect of over 50% in size
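TbPYK + substrate in 50 mM TEA pH 7.2, 100 mM KCl, 10 mM MgCl2, 0.05% BSA, 0.01% Tween-20; cpd pinned; ADP 130 uM final; 45 min RT; Kinase-Glo Plus 10 min; luminescence endpoint.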
* hit, by the source's call; ? = inconclusive; / = no result given; [ ] = dose if it differs, or a comment. Unless noted, calls follow the shape of the dose curve; as a rule, active = well fitted curve in the direction sought with a large enough effect; inconclusive = small, poorly fitted or top-dose-only effect, or another doubt; inactive = no such curve, though single readings can be large; an effect the other way counts as inactive or inconclusive. Unless noted, % is scaled to controls: 0 for no effect and ±100 for the full control effect. Not a hit list (roughly 7.4% active in at least one column).

SMILES | HCMV antiviral | AMA1-RON2 inh | LmPK inh | AmpC no deterg | Sm TGR inh | AmpC inh detg | Tb PYK inh
C/C(=N\Nc1ccccn1)c1cccs1 | 114 | -10% | -2% | -22% | 4% | 2% | 1%
Cc1ccsc1C(=O)N1CCN(S(=O)(=O)c2cccs2)CC1 | 18 | 13% | 2% | -14% | 1% | -7% | -1%
COc1ccc(-c2cn3c(n2)sc2cc(C(=O)N4CCCCC4)ccc23)cc1 | / | / | / | / | -5% | 2% | -8%
CN(C)C(=O)Oc1cccc2c(OC(=O)N(C)C)cccc12 | 48 | 6% | -2% | 2% | -2% | 2% | -9%
C#CCn1cc2c(c1-c1ccccc1)c(=O)n(C)c(=O)n2C | -16 | 15% | / | / | / | / | -3%
Cn1c(Cc2ccccc2)nnc1SCCC(=O)Nc1ccccc1 | 5 | -2% | -4% | / | 0% | -5% | -4%
O=C(CSc1nnc(CCCN2C(=O)c3cccc4cccc(c34)C2=O)n1-c1ccccc1)NCCCO | ? | -3% | -1% | 217%[activator] | -2% | ? | 5%
c1ccc(-n2c(-c3ccncc3)nnc2N2CCOCC2)cc1 | 19 | 9% | -4% | -20% | 11%[11.4 µM] | -11% | 0%
OCCNCc1cccc2ccccc12 | -4 | 9% | 0% | -12% | 6% | -3% | 0%
CC/C(=C\C=C\[C@@H]1C=C[C@@H]2CCC[C@H]2[C@@H]1C(=O)c1ccc[nH]1)[C@@H]1O[C@@H]([C@@H](C)C(=O)O)CC[C@@H]1C | / | -23% | -7% | 1% | -20% | -3% | -3%
O=C(CSc1nc(-c2ccccc2)cs1)Nc1cccc([N+](=O)[O-])c1 | -34 | -6%[11.6 µM] | 6% | -21% | 8% | 9% | -5%
CCn1c(=N)c(C(=O)NCc2cccnc2)cc2c(=O)n3cccc(C)c3nc21 | / | / | 0% | -20% | -7% | -2% | /
O=C(NCCC1=CCCCC1)c1ccc(-n2cncn2)c([N+](=O)[O-])c1 | 33 | -13% | / | -1% | 7% | 11% | -10%
COCCCNC(=O)/C(C#N)=C1\N=C(NC(=O)c2cccs2)c2ccccc21 | -1 | 26% | 6% | -1% | 0% | 5% | -6%
CCOC(=O)C1Nc2ccc(C(=O)O)cc2C2C=CCC12 (stereo not given) | 39 | ? | 9% | 46% | ? | ? | -11%
CCN(CC)C(=O)C(=O)Nc1ccc(OCc2ccccc2)cc1 | -21 | 8% | -4% | -4%[2.29 µM] | 0% | 0% | -2%
Cc1ccsc1/C=N/NC(=O)c1nnn(-c2nonc2N)c1C(C)C | -35 | -3% | -12% | -48% | -9% | 0% | 2%
Brc1ccc(C2=NC(Cc3ccccc3)CO2)cc1 (stereo not given) | 5 | 18% | -3% | -6% | 2% | -10% | 1%
O=C(CSc1nc2c([nH]c3ccccc32)c(=O)n1-c1ccc(F)cc1)NCc1ccc(F)cc1 | ? | / | / | / | 0% | 3% | -4%
CN1CCN(C(c2ccccn2)c2cc(Cl)c3cccnc3c2O)CC1 (stereo not given) | -14 | -75% | 12% | 26% | 1.3µM* | -1% | 7%
C=CCN1C(=O)NC(=O)/C(=C/c2cnc(SC)nc2)C1=O | 133 | -1% | 4% | -10% | ? | ? | ?
CCOC(=O)C(NCc1ccco1)(NC(=O)c1ccc(OC)cc1)C(F)(F)F (stereo not given) | 12 | -4% | 1% | -9% | 3% | -8% | 0%
COc1ccccc1CC(=O)N1CCOCC1 | 10 | 0% | 1% | -14% | 0% | ? | 1%
O=C(NCCc1ccc(Cl)cc1)Nc1ccc(F)cc1 | -31 | 5% | 1% | -16% | / | 6% | -9%

Some of the entries so far, as a markdown table.
| structure | HCMV antiviral | AMA1-RON2 inh | LmPK inh | AmpC no deterg | Sm TGR inh | AmpC inh detg | Tb PYK inh |
| --- | --- | --- | --- | --- | --- | --- | --- |
| CCOC(=O)C1Nc2ccc(C(=O)O)cc2C2C=CCC12 (stereo not given) | 39 | ? | 9% | 46% | ? | ? | -11% |
| CCN(CC)C(=O)C(=O)Nc1ccc(OCc2ccccc2)cc1 | -21 | 8% | -4% | -4%[2.29 µM] | 0% | 0% | -2% |
| Cc1ccsc1/C=N/NC(=O)c1nnn(-c2nonc2N)c1C(C)C | -35 | -3% | -12% | -48% | -9% | 0% | 2% |
| Brc1ccc(C2=NC(Cc3ccccc3)CO2)cc1 (stereo not given) | 5 | 18% | -3% | -6% | 2% | -10% | 1% |
| O=C(CSc1nc2c([nH]c3ccccc32)c(=O)n1-c1ccc(F)cc1)NCc1ccc(F)cc1 | ? | / | / | / | 0% | 3% | -4% |
| CN1CCN(C(c2ccccn2)c2cc(Cl)c3cccnc3c2O)CC1 (stereo not given) | -14 | -75% | 12% | 26% | 1.3µM* | -1% | 7% |
| C=CCN1C(=O)NC(=O)/C(=C/c2cnc(SC)nc2)C1=O | 133 | -1% | 4% | -10% | ? | ? | ? |
| CCOC(=O)C(NCc1ccco1)(NC(=O)c1ccc(OC)cc1)C(F)(F)F (stereo not given) | 12 | -4% | 1% | -9% | 3% | -8% | 0% |
| COc1ccccc1CC(=O)N1CCOCC1 | 10 | 0% | 1% | -14% | 0% | ? | 1% |
| O=C(NCCc1ccc(Cl)cc1)Nc1ccc(F)cc1 | -31 | 5% | 1% | -16% | / | 6% | -9% |

Next section
SMILES | HCMV antiviral | AMA1-RON2 inh | LmPK inh | AmpC no deterg | Sm TGR inh | AmpC inh detg | Tb PYK inh
CN(C)c1nc(N)nc(CSc2ccccn2)n1 | 63 | 2% | -5% | -26% | -29% | -4% | 1%
Cc1ccc(NC(=O)CSC(C)c2nc3ccccc3c(=O)[nH]2)cc1 (stereo not given) | -14 | -3% | -4% | 9% | 2% | -7% | -1%
O=C(NC(c1ccc(-c2ccccc2)cc1)c1cnccn1)C1CCN(Cc2ccc(Cl)c(Cl)c2)CC1 (stereo not given) | 18 | 0% | / | / | / | / | 6%
COc1ccc(C(=O)Nc2ccc3c(c2)N(C2CCCC2)C(=O)c2ccccc2S3)cc1OC | -70* | / | / | / | 7% | 4% | -7%
COCCOC(=O)c1c(C)nc(SCC(=O)Nc2ccc(OC)cc2)c(C#N)c1-c1ccco1 | 29 | 0% | 3% | 13% | -22% | ? | -17%
COc1ccc(CNC(=O)C(C)NCc2ccc(S(N)(=O)=O)cc2)cc1 (stereo not given) | 11 | -6% | -11% | -23% | -18% | 3% | -4%
